Insulin prom inh: TRM-6 insulin promoter activity inhibition; TRM-6 cells (human fetal islet line), insulin promoter-eGFP reporter, imaging; reporter expression induced with tamoxifen; inhibition, % at 2 µM; actives 0.9% (n = 130,000); AID 1273;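 active = inhibition above the mean plus 3 SD, with well images judged a real hit on visual review, cut at about 60% in these data, passing the limit was not always enough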
sdo1 growth: restores growth of sdo1-depleted yeast; S. cerevisiae sdo1-depleted JHY4D growth rescue, OD600 30 h; active compounds read high; pdr5 snq2 efflux-pump mutant strain; z-score at 10 µM; actives 0.21% (n = 140,000);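 active = z-score above 3 at both the 24 hr and the 30 hr optical density reads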;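 also: z-score against mean and SD of all compound wells on the same plate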
sdo1 growth Rescue 24 h: further read-out of sdo1 growth, marked with its call; z-score; S. cerevisiae sdo1-depleted JHY4D growth rescue, OD600; measured here: growth rescue at 24 h;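 0 is the plate mean of compound wells and units are plate SD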
Numbers without * were called inactive; · = no result given; & = joins results of further samples. Compounds as they come, and some 0.99% of all compounds hit somewhere here.

SMILES	Insulin prom inh	sdo1 growth	sdo1 growth Rescue 24 h
Oc1ccc(Cl)cc1N=Cc1sc2ccccc2c1Cl	-20	·	·
O=C(CSc1nnc2ccc(-c3ccncc3)nn12)c1cccs1	50	·	·
NC(=S)Nc1cccc2[nH]ncc12	0	·	·
Cc1ccc(-c2nc3cc(N)ccc3o2)c(C)c1	-73	-1.4	-1.1
O=C(COc1ccc(Cl)cc1)N1CCN(c2ncccn2)CC1	25	5	2.8
Cc1c(C(=O)NCCc2ccccc2)oc2ccc(S(=O)(=O)N3CCC4(CC3)OCCO4)cc12	-63	-0.86	-0.89
N#Cc1cnn2cc(-c3ncc(C(F)(F)F)cc3Cl)cnc12	-34	7.3*	11*
C=CCn1c(SCC(=O)NCC(=O)OCC)nnc1-c1ccccn1	-50	0.97	0.84
O=C(O)c1ccc(OCc2occc2C(=O)O)cc1	-176	0.35	0.1
Cc1ccccc1Nc1nn2c(=O)c3ccccc3nc2s1	·	-1.9&-1.9	-1.6&-1.5
CN(C)C(=O)c1nc2ccc(Cl)cn2c1CN1CCN(c2ncccn2)CC1	40	·	·
COC(=O)C1=CN(Cc2cccs2)C=C(C(=O)OC)C1c1cccc(OC)c1OC	-10	-0.51	-0.21
COc1ccc(CNC(=O)c2c(F)c(F)c(F)c(F)c2F)cc1	13	-0.14	-0.47
O=C(Nc1cc(C(F)(F)F)ccc1Cl)C(NCc1ccccc1)c1ccccc1 (stereo unspecified)	-8	-0.51	-0.34
COCC(C)OC(=O)/C(C#N)=C\c1coc2ccc(C)cc2c1=O (stereo unspecified)	-7	-0.74	-0.9
CCn1c(=O)c([N+](=O)[O-])c(NCCc2ccc(OC)c(OC)c2)c2ccccc21	0	-0.23	-0.07
CCNC(=S)NNC(=O)c1cc(C)nc2ccccc12	-25	0.78	0.36
CC1CC(C)CN(CCCNC(=O)Cn2ncn3cccc3c2=O)C1 (stereo unspecified)	6	0.6	0.36
CCCNCCC(c1ccco1)c1ccccc1OC (stereo unspecified)	39	0.35	-0.32
Cc1cccc(OCCSc2ncnc3nc[nH]c23)c1	14	0.27	-0.31
Cc1ccc(NC2=C(C(=O)c3ccccc3)N(C)S(=O)(=O)c3ccccc32)cc1	3	-0.96	-0.88
COc1ccc(-c2ncn(CCC#N)c2[N+](=O)[O-])cc1	64	·	·
CCOC(=O)N1CCN(c2c(Nc3cc(C)[nH]n3)c(=O)c2=O)CC1	·	-0.18	-0.95
COc1ccc(/C=N/NC(=O)c2ccc(N(C)S(=O)(=O)c3ccccc3)cc2)cc1OC	50	0.94	0.29
Cc1cc(C)n(-c2ccc(C(=O)OCC(=O)NCc3ccco3)cc2)n1	·	-0.01	-0.05
Cc1ccc(C(=O)Nc2nnc(-c3ccc(C(C)(C)C)cc3)s2)cc1	20	0.16	0.14
CCOC(=O)c1cccc(NC(=O)Cn2cnc3c2c(=O)n(C)c(=O)n3C)c1	-45	1.1	0.55
CCCOc1ccc(S(=O)(=O)N2CCOCC2)cc1[N+](=O)[O-]	-25	·	·
Clc1cccc(OCc2nc(-c3ccncc3)n[nH]2)c1	40	·	·
CSc1nnc(-c2cc3c(-c4ccccc4)nn(C)c3s2)n1C	17	-0.62	-0.96
S=c1[nH]nc(-c2cccc(Cl)c2)n1Cc1ccccc1	9	-1.2	-0.58
CC(C)CC(NS(=O)(=O)c1ccc2c(c1)oc(=O)n2C)C(=O)NCc1cccnc1 (stereo unspecified)	·	1.2	0.58
COc1cccc(C2C(C(=O)c3cc4ccccc4o3)=C(O)C(=O)N2c2cc(C)on2)c1OC (stereo unspecified)	15	1.6	0.1
COc1ccccc1C(=O)NC(CCSC)C(=O)OCC(=O)c1ccc[nH]1 (stereo unspecified)	·	0.25	0.07
CC(=O)N1CCN(c2nc(-c3ccco3)c3c(c2C#N)CC(C)(C)SC3)CC1	-14	-1.2	-0.49
Cc1sc2ncnc(N[C@@H](Cc3c[nH]c4ccccc34)C(=O)O)c2c1C	·	1.6	1.9
O=C1C2CC=CCC2C(=O)N1CNc1ccccc1 (stereo unspecified)	60	0.66	0.32
COC(=O)CC1=C(C)C(=O)CC2C(C)(C)CCCC12C (stereo unspecified)	40	-0.33	-0.12
CCOc1ccc(OCC)c(NC(=O)CN(C)S(=O)(=O)c2cccc3nsnc23)c1	·	-1.6	-0.84
O=C(O)CC1=C(O)C(=O)N(c2ccccc2)C1c1ccccc1 (stereo unspecified)	·	0.74	0.55
COc1cc2cc(C)nc(Cc3cccc4ccccc34)c2cc1OC	·	-2.8	-1.9
COc1ccccc1NC(=O)CCN1C(=O)C2CC=C(Cl)CC2C1=O (stereo unspecified)	-36	0.92	1.1
Cc1nc(N2CCN(S(=O)(=O)c3ccccc3)CC2)c2c3c(sc2n1)CC(C)CC3 (stereo unspecified)	0	-1.5	-1.4
O=C(CO/N=C\c1ccccc1)Nc1ccccc1C(=O)N1CCOCC1	·	0.78	0.41
Cc1cccc(NC2=NC(=S)N(c3cccc(C(=O)O)c3)C23CCCCC3)c1	12	·	·
O=C(COc1cccc(Cl)c1)Nc1ccc2c(c1)CCC2	-15	0.03	-0.12
O=C(Nc1ccc2c(c1)OCO2)c1ccc(Br)s1	71	-0.47	-0.52
COc1ccc(C2(NC(C)=O)CCN(C(=O)CCC(=O)O)CC2)cc1	22	0.69	1.1
Cc1cc(Nc2nc3ccccc3nc2Cl)n(-c2ccccc2)n1	-38	-0.67	0.52
COc1ccc(-c2[nH]n(-c3ccc([N+](=O)[O-])cc3)c(=O)c2C=NCc2ccc(F)cc2)cc1	53	-1.7	-1.1
CC(=O)c1ccc(-n2c(CCC(=O)O)ccc2-c2cccs2)cc1	-63	0.77	0.21
CCCn1c(=N)c(C(=O)NCc2ccc3c(c2)OCO3)cc2c(=O)n3cccc(C)c3nc21	3	0.23	-0.88
OC(CNc1nc2ccccc2s1)c1ccccc1 (stereo unspecified)	·	1.1	1.1
CC(C)(C)NC(=O)CN(Cc1cccnc1)C(=O)c1csnn1	·	0.68	-0.45
Cn1cc(Cl)c(C(=O)Nc2cnn(Cc3ccc(F)cc3)c2)n1	17	-0.75	-0.26
O=[N+]([O-])c1cc(-c2nnc(Nc3ccc(O)cc3)c3ccccc23)ccc1N1CCOCC1	·	0.29	-0.15
COCC(=O)/C=C1\Sc2ccccc2N1C	-12	0.18	-0.19
CC(C)CSc1nnc2[nH]c(=O)cc(N)n12	35	-0.46	-1.7
O=C(O)/C=C/c1cn(Cc2ccccc2)nc1-c1ccccc1	24	-0.06	-0.39
O=C(CSc1nnc(COc2ccccc2)n1-c1ccccc1)c1cccs1	·	-0.45	0.53

(next part)
SMILES	Insulin prom inh	sdo1 growth	sdo1 growth Rescue 24 h
c1ccc2c(c1)OCC(c1nnc3n1-c1ccccc1SC3)O2 (stereo unspecified)	·	0.11	0.74
O=C(N1CCOCC1)N1CCOCC1	-100	0.93	-0.28
C=CCc1ccc(OCc2ccc(C(=O)OC)o2)c(OC)c1	22	-0.46	-0.78
CCOC(=O)c1[nH]c2ccc(C)cc2c1N=CN(CC)CC	·	-0.53	-1.4
CCCCCOC(=O)c1ccc(N2C(=O)C3C4C=CC(C4)C3C2=O)cc1 (stereo unspecified)	-20	-0.22	0
C=CCNC(=S)NNC(=O)c1cccn(Cc2cccc(Cl)c2)c1=O	53	1.2	0.28
O=C(NCCCN1CCOCC1)C1COc2ccccc2O1 (stereo unspecified)	-6	0.84	1.2
CN(C)S(=O)(=O)N1CCN(c2ccc([N+](=O)[O-])cc2)CC1	17	·	·
CC(=O)NC1(c2ccc(F)cc2)CCN(C(=O)Nc2ccc(F)cc2F)CC1	-3	0.72	0.84
CCc1ccc(C(=O)CN2C(=O)NC(C)(c3ccc(C)cc3)C2=O)cc1 (stereo unspecified)	-70	·	·
COc1ccc(CN(C(=O)c2nsc(Cl)c2Cl)C(C(=O)NC2CCCCC2)c2ccc(OC)cc2)cc1 (stereo unspecified)	-57	-0.41	0.41
CCCCC1(Cc2cccc([N+](=O)[O-])c2)C(=O)N(c2ccccc2)N(c2ccccc2)C1=O	39	-0.49	-0.04
CS/C(=N\S(=O)(=O)c1ccc(N)cc1)NS(=O)(=O)c1cccs1	·	1.5	0.36
CC1CC(C(F)(F)C(F)(F)F)n2nc(C(=O)O)cc2N1 (stereo unspecified)	2	0.4	0.29
CCCN1CCCc2cc(CN)ccc21	·	-0.83	-1.2
Cc1ccc(SC/C(O)=C(\C#N)c2nc3ccccc3s2)cc1	67	0.01	1.1
Cc1ccc(-n2c(-c3nn(C)c(C)c3Cl)n[nH]c2=S)cc1	-39	0.87	1.1
COc1ccccc1Nc1nc(N)nc(-c2oc3ccccc3c2C)n1	3	-0.31	0.03
COc1ccc(-c2c(C)nn3c(N4CCC(C(=O)NCCN(C)C)CC4)cc(C)nc23)cc1OC	·	0.65	0.39
O=C(CN1CCN(C(=O)c2cccc(F)c2)CC1)NC1CCCCC1	·	0.3	0.21
Cc1ccc(-c2cc(C(F)F)n3ncc(C(=O)Nc4c(C)nn(Cc5ccccc5Cl)c4C)c3n2)cc1	32	-0.49	0.14
O=C1NC(=S)N/C1=C/c1ccc(-c2c(Br)cc([N+](=O)[O-])cc2Br)o1	52	-0.59	0.59
O=C(O)c1ccc2nc(-c3ccccc3)sc2c1	0	-0.12	-1.1
O=C(NCCCN1CCOCC1)c1cnn2c(-c3ccccc3)cc(-c3ccccc3)nc12	·	-1.4	-1.1
CN1CC(c2ccccc2)C2(COc3ccccc3C2=O)C12C(=O)Nc1ccccc12 (stereo unspecified)	-37	-0.95	0.57
Fc1ccc(Cn2c(-c3cscn3)nc3ccccc32)c(Cl)c1	-10	-0.85	-0.76
Cc1ccc(-c2c3c(nc4sc(C(N)=O)c(N)c24)CCCC3)o1	-50	-0.95	0.84
O=C(OCC1OC(n2cnc3c(N(C(=O)c4ccccc4)C(=O)c4ccccc4)ncnc32)C(O)C1F)c1ccccc1 (stereo unspecified)	-56	0.77	1.1
COc1ccc(C(=O)NCc2n[nH]c(=S)n2-c2ccccc2)cc1OC	-38	0.22	-1.3
CCCCOCCCn1c(-c2ccco2)nc2nc3ccccc3nc21	-56	-0.43	0.21
CC(=O)Nn1c(COc2ccccc2C)nc2ccccc2c1=O	31	1.6	1.9
CCS(=O)(=O)N1Cc2ccccc2CC1C(=O)Nc1nnc(SCc2c(Cl)cccc2Cl)s1 (stereo unspecified)	24	-0.84	-0.87
Cn1c(=O)c2c(-c3ccccc3)n(C3CCCCC3)cc2n(C)c1=O	·	-1.4	-0.6
COCCCNC(NC(=O)c1ccc(C)cc1)C(Cl)(Cl)Cl (stereo unspecified)	·	0.59	-0.64
COC(=O)CC1Sc2ccccc2NC1=O (stereo unspecified)	·	0.96	0.31
CC1=NNC(=O)C1CCC(=O)N/N=C\c1ccccc1[N+](=O)[O-] (stereo unspecified)	·	0.14	-0.44
Cc1cc(NC(=O)c2sc(Nc3ccc(F)cc3)nc2N)no1	-50	·	·
CC(O)CN1CC(O)=C(c2nc3ccccc3s2)C1=N (stereo unspecified)	-7	·	·
CN(C)C(=O)CSc1nnc(-c2cc(-c3cccs3)nc3ccccc23)o1	·	-0.74	0.13
Cc1ccnc(N=Cc2nc(-c3ccccc3Br)oc2O)c1	-21	·	·
COC(=O)/C=C/c1ccc(OC(=O)c2ccncc2)cc1	-33	-1	-0.71
CCOC(=O)N1CCC(NC(=O)c2cc3c(-c4ccccc4F)nn(C)c3s2)CC1	·	-0.8	-0.07
COc1ccc(CC(=O)Nc2nnc(C(C)C)s2)cc1OC	-75	·	·
COc1ccc(-c2noc(CCC(=O)Nc3ccc4c(c3)OCCO4)n2)cc1	-35	-0.17	-0.02
CCOC(=O)c1c(C#N)cnn1-c1ccc(C)cc1	25	0.86	1.7
O=C(Cn1nnc(-c2ccncc2)n1)Nc1ccc2c(c1)CCC2	-3	-1.1	-0.99
